# Pol eta inh: blocks human DNA polymerase eta activity; Q9Y253; recombinant Pol eta, fluorescent DNA replication assay; Potency, µM (doses to about 114 µM), without a hit: top-dose activity change, negative = inhibition, most hits filed as inhibitors; 1.2% of 390,000 active; AID 588591; also: potency is read from the fitted curve at half-maximal effect; % is scaled to controls: 0 for no effect and ±100 for the full control effect
#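 Pol eta at 10 nM preincubated with compounds 15 min at room temperature; reaction started with fluorescent substrate (50 nM final) and read kinetically at 0 and 10 min.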
# Pol beta inh: inhibitors of human DNA polymerase beta. P06746. Pol beta primer extension/strand displacement, fluorescence kinetic. Potency, µM (titrated, usually from 114 µM), inactives show top-dose activity change, negative = inhibition, hits mostly inhibitors. 1.3% of 340,000 active. AID 485314; also: potency is read from the fitted curve at half-maximal effect; % is scaled to controls: 0 for no effect and ±100 for the full control effect
#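 Curves were derived by four-parameter Hill fits of normalized qHTS data. The kinetic fluorescent primer-extension read was taken at 0 and 10 min after 50 nM substrate, following a 15 min room-temperature preincubation of 10 nM enzyme with compounds.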
# APEX1 inh: inhibitors of human APE1 endonuclease | P27695 | 0.35% of 350,000 active | recombinant APE1, TAMRA/BHQ-2 abasic DNA cleavage fluorescence | Potency, µM (doses to about 65.8 µM), for inactives: top-dose activity change, negative = inhibition, hits mostly inhibitors | AID 2517;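 also: potency is read from the fitted curve at half-maximal effect; plate controls were vehicle for no effect and reference inhibitor for full effect; nearly all actives have a fitted effect of over 55% in size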
#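 Quantitative HTS: incision of a TAMRA/BHQ-2 double-stranded substrate bearing a tetrahydrofuran abasic site by 0.75 nM APE1 raises fluorescence. Substrate 50 nM final, added after 15 min compound preincubation at room temperature; progress as third-minus-first kinetic read difference.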
# Anesthetic bind: candidate novel general anesthetic via apoferritin binding | 0.074% of 350,000 active | apoferritin/1-aminoanthracene competitive binding, fluorescence | Potency, µM (doses to about 77.5 µM), for the others: at the highest dose activity change, negative = displacement, hits mostly inhibitors | P02791; also: potency is read from the fitted curve at half-maximal effect; % is scaled to controls: 0 for no effect and ±100 for the full control effect; nearly all actives have a fitted effect of over 20% in size
# Target sequence (P02791 2-175 limits assumed): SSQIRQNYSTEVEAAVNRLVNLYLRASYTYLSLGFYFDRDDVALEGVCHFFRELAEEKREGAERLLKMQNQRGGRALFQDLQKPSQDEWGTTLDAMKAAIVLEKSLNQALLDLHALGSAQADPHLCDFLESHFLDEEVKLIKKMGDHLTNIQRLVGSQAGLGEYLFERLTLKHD
#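 Read-out: endpoint 1-AMA fluorescence, excitation 380 nm and emission 535 nm, after compounds sit 10 min at room temperature with 10 uM horse-spleen apoferritin in 50% saturated 1-AMA/PBS. Values come from four-parameter Hill fits.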
# POLK inh: DNA polymerase kappa (human) inhibition; purified Pol kappa, fluorescent DNA synthesis assay, 10 min; 0.53% of 400,000 active; Potency, µM (series often up to 107 µM), for the others: at the top dose activity, negative = inhibition, usual class: inhibitors; also: potency is read from the fitted curve at half-maximal effect; % is scaled to controls: 0 for no effect and ±100 for the full control effect
#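 Kinetic fluorescence readout at 0 and 10 min followed reaction start with substrate at 50 nM final. Beforehand, enzyme (10 nM Pol kappa) stood 15 min with compound at room temperature; buffer-only wells were negative controls.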
# ERG-DNA inh: inhibitors of human ERG Ets domain-DNA interaction; 0.028% of 370,000 active; P11308; Potency, µM (top dose mostly 76.9 µM), for the others: top-dose FP activity, negative = inhibition, most hits filed as inhibitors; fluorescence polarization, His-ERG Ets domain / labelled DNA; active = well fitted inhibition curve with a large enough effect in the polarisation, with a control signal flat; inconclusive = small, poorly fitted or top-dose-only effect, or effect the other way, or a change in a side signal; inactive = no such curve, though single readings can be large or run the other way; the % refers to the polarisation;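 also: polarization taken with two DNA probes labelled with fluorescein and Texas red; potency is read from the fitted curve at half-maximal effect; % of control where 0% means no effect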
# Target sequence (P11308 whole entry, looked up, the tested form may be a part): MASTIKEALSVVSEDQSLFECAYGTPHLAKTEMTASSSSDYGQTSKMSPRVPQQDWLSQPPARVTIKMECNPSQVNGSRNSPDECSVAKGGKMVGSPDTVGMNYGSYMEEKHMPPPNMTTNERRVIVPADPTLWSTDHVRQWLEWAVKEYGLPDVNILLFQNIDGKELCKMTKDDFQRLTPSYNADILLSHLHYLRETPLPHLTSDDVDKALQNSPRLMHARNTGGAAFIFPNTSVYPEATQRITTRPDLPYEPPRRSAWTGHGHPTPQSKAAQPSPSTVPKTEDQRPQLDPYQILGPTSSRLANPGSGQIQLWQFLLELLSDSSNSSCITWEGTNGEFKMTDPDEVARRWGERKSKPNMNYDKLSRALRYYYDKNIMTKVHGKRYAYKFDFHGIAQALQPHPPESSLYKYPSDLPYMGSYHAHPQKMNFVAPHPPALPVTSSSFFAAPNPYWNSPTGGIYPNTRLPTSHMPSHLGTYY
#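 His-tagged ERG Ets domain (1 uM in the protein solution; 300mM KCl, 50mM Tris-HCl, 1mM EDTA, 1mM DTT, pH 7.5) received compound, then a probe mix of 5 nM fluorescein-DNA and 100nM Texas-615-DNA. Fluorescence polarization was read for both dyes.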
# LDHA inh: blocks human lactate dehydrogenase A; purified LDHA, NADH/diaphorase-resazurin fluorescence; hits give low values; activity change, % (values are at about 110 or 230 µM); 0.15% of 480,000 active; AID 1347041; in the data active = activity change below about -30%; inconclusive = mostly about -25% to -30%;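 also: plate controls were DMSO wells for no effect and wells without enzyme for full effect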
#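 Human LDH5 at 2 nM final in Tris HCl pH 7.4 with 0.06 mM NADH and 0.2 mM pyruvate, reacted 5 minutes at room temperature. Remaining NADH coupled via diaphorase/resazurin; resorufin fluorescence read at 0 and 20 minutes, normalized to enzyme-free and DMSO wells.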
# ALOX12 inh: ALOX12 (human) lipoxygenase inhibition | 1.1% of 580,000 active | Potency, µM (doses to about 108 µM), without a hit: at the highest dose activity change, negative = inhibition, most hits filed as inhibitors | purified 12hLO, xylenol orange hydroperoxide absorbance | AID 1671190 | P18054; also: potency is read from the fitted curve at half-maximal effect; % is scaled to controls: 0 for no effect and ±100 for the full control effect
#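 Purified human 12hLO (150 nM final) in 25 mM Hepes, 0.01% Triton X-100, pH 7.0 was preincubated 15 min at room temperature with compound. Then 40 uM arachidonic acid was added, 30 min. Hydroperoxide was read by Fe-XO absorbance ratio 573/405 nm.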
# RGS4 inhibitor: blocks human RGS4-accelerated GTP hydrolysis; P49798; Transcreener GDP fluorescence polarization, RGS4-accelerated GTP hydrolysis; Potency, µM (series often up to 114 µM), without a hit: top-dose activity change, negative = inhibition, actives largely listed as inhibitors; 0.039% of 390,000 active; also: potency is read from the fitted curve at half-maximal effect; % is scaled to controls: 0 for no effect and ±100 for the full control effect; nearly all actives have a fitted effect of over 75% in size; some results filed as inactive show a strong effect at the top dose
# Target sequence (P49798 whole entry, looked up): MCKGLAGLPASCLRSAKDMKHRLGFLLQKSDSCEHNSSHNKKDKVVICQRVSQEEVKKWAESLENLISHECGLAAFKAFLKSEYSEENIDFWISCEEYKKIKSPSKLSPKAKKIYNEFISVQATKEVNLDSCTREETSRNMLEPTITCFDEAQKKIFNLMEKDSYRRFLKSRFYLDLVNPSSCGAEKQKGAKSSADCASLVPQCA
#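 MLSMR compounds (23 nl, pin-transferred) preincubated 10 min at room temperature with a 500nM (2x) first reagent, then RGS4 at 900nM (2x) plus Transcreener GDP mix added; fluorescence polarization (620/688 nm) read before and after 90 min at 30 °C.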
# Active calls of the source: *; ? = inconclusive; . = not tested or not shown; [ ] = remark or other dose. Unless noted, calls follow the shape of the dose curve; as a rule, active = well fitted curve in the direction sought with a large enough effect; inconclusive = small, poorly fitted or top-dose-only effect, or another doubt; inactive = no such curve, though single readings can be large; an effect the other way counts as inactive or inconclusive. Some of the compounds tested; count on the stated rates, not on these rows.
structure	Pol eta inh	Pol beta inh	APEX1 inh	Anesthetic bind	POLK inh	ERG-DNA inh	LDHA inh	ALOX12 inh	RGS4 inhibitor
CCc1c(C(=O)Nc2ccc(OC)cc2)[nH]c(C)c1C(C)=O	-4%	7%	0%	1%	-17%	13%	-7	-20%	34%
Cc1cccc(COc2ccccc2/C=N/Nc2ccc([N+](=O)[O-])cc2)c1	-9%	-11%	-6%	-23%	-1%	2%	-3	?	-20%
NC(=S)Nc1cccc2cc3ccccc3cc12	?	14%	-11%	77%[activator]	-12%	-5%	7	-35%	-53%
OC(COCc1ccccc1)Cn1cnc2ccccc21 (stereo not given)	-5%	5%	-2%	-6%	-1%	-6%	-5	13%	27%
CCNC(=O)COc1ccc(S(=O)(=O)Nc2ccccc2)cc1	?	13%	-1%	-9%	?	-7%	1	-4%	-11%
O=c1[nH]c(-c2ccc3c(c2)OCO3)nc2c1sc(=S)n2-c1ccccc1	-4%	-2%	-2%	0%	-5%	-7%	0	-21%	-35%
CC(C)(C)OC(=O)C[C@H]1C/C=C\C[C@@H](CC(=O)N[C@H](CO)Cc2ccccc2)C(=O)NC[C@@H](c2ccccc2)OC1=O	1%	.	-5%	.	-1%	-1%	3	-14%	-2%
COc1cccc(/C=N/n2c(CO)nc3ccccc32)c1OC	-3%	1%	-2%	-9%	-11%	-5%	1	0%	-1%
CCC(O)c1c(-c2ccccc2)nn(C)c1Cl (stereo not given)	-21%	-1%	0%	-7%	4%	7%	1	4%	-18%
N#Cc1cnn(-c2ccccc2)c1NC(=O)CN1CCN(c2ccccc2)CC1	-20%	-10%	-7%	-9%	4%	-1%	-4	-6%	-11%
CC(=O)N1CCCc2cc(S(=O)(=O)N(C)Cc3ccccc3)ccc21	-8%	-2%	-2%	-9%	6%	-6%	-1	?	-18%
Oc1cccc2ccc(/C=C/c3ccccc3Br)nc12	-17%	8%	-18%	-6%	-28%	-2%	2	1%	1%
O=C(c1ccc(F)cc1)N1CCC(C(=O)N(Cc2ccccc2)c2ccccc2)CC1	-13%	.	11%	.	-4%	-4%	-5	3%	10%
CCNS(=O)(=O)c1ccc(NS(C)(=O)=O)cc1	-10%	43%	15%	3%	-4%	5%	-15	12%	24%
COC(=O)CCC(=O)OC1(C)C(=O)C2=CN(CC3CC3)C(c3ccc(OC)cc3)=CC2=C(Br)C1=O (stereo not given)	79µM*	-3%	?	7%	1%	50%[activator]	20	.	?
C=Cc1ccc(Cn2c(C(=O)OC)cc3sc(C)cc32)cc1	.	6%	.	69%[activator]	7%	-1%	-3	-15%	11%
Cc1ccc(Nc2nc3ccccc3n3cnnc23)cc1Cl	-22%	-14%	24%	-4%	0%	8%	0	-9%	9%
CCOc1ccc(N2C(=O)CC(N3CCN(c4ccccc4OC)CC3)C2=O)cc1 (stereo not given)	-1%	38%	-13%	-11%	-3%	7%	3	?	6%
CC(OC(=O)CNS(=O)(=O)/C=C/c1ccccc1)C(=O)Nc1ccc(S(=O)(=O)N2CCCC2)cc1 (stereo not given)	-19%	34%	?	-5%	-20%	0%	-6	-18%	-21%
COc1cc(C(=O)NC(=S)NNC(=O)[C@H]2C[C@@H]2c2ccccc2)cc(OC)c1OC	-9%	-9%	-4%	-2%	-7%	0%	-17	32µM*	-17%
O=C(CN1CCN(Cc2ccc(F)cc2Cl)S1(=O)=O)Nc1ccc(F)cc1	8%	7%	.	-1%	1%	1%	-2	-20%	-27%
COc1cc2c(cc1OC)-c1cc3nc4ccccc4nc3n1C(C)(C)C2	.	.	?	.	-15%[19.4 µM]	.	.	?	302%[activator][56.9 µM]
S=C(NCc1ccncc1)Nc1ccc(Cl)cc1	-23%	31%	-2%	-9%	-3%	10%	-1	-19%	-26%
COc1ccc(CNC(=O)c2cc(S(=O)(=O)N3CCCCC3)ccc2Cl)cc1OC	-12%	.	4%	.	-6%	11%	-3	-7%	-3%
CCN(CC)CCNCc1cc(Cl)ccc1OCc1ccccc1F	-23%	2%	-4%	-8%	-1%	19%	-1	-15%	-28%
Cc1ccc(S(=O)(=O)NC2CC2)cc1[N+](=O)[O-]	-8%	34%	8%	0%	-4%	1%	-7	33%[activator]	20%
COc1ccc(/C=C/C(=O)NC(C)(C)C)cc1S(=O)(=O)N1CCOCC1	-15%	5%	-2%	-2%	3%	-14%	-2	0%	-21%
c1ccc(-c2nnc(-c3ccccn3)nn2)nc1	35%[activator]	.	.	.	-9%	4%	-1	-68%	4%[11.4 µM]
CCN1C(=O)[C@H]2[C@@H](c3ccc(-c4cccc(Cl)c4)c(OC)c3)N3CCCC[C@@]3(C(=O)OC)[C@H]2C1=O	-18%	.	16%	.	3%	-1%	2	-17%	-19%
COc1ccc(C(=O)OCC(=O)N(C)C2CCS(=O)(=O)C2)cc1Br (stereo not given)	-5%	.	13%	.	-7%	-5%	-9	323%[activator]	4%
CCOC(=O)C1CCN(c2cc3c(cc2NC(=O)c2ccc(F)cc2)n(C)c(=O)n3C)CC1	-6%	3%	-7%	-3%	-10%	-2%	0	1%	6%
N#CCC(=O)N/N=C/c1ccc(OS(=O)(=O)c2ccccc2)cc1	-15%	-25%	-4%	-1%	-3%	19%	4	-17%	-15%
COc1ccc(S(=O)(=O)c2c(C(=O)c3ccc(C)c(C)c3)cnc3ccc(F)cc23)cc1	-19%	9%	.	-13%	2%	-2%	4	-8%	0%
COc1cccc(CNC(=O)C2Cc3cc(S(=O)(=O)N4CCCC4)ccc3N2C(C)=O)c1OC (stereo not given)	-3%	12%	-5%	-7%	-7%	-4%	0	-1%	-17%[56.9 µM]
COc1cc2c(cc1OC)C(c1ccccc1O)N(C1CC(=O)N(c3ccccc3)C1=O)CC2 (stereo not given)	-18%	2%	-3%	0%	-19%	7%	1	0%	-26%
COc1cccc(C2CC(c3cccs3)=NN2C(=O)CSc2nc3ccccc3o2)c1OC (stereo not given)	-5%	-21%	4%	-9%	-12%	1%	-11	10%	7%
O=C(CSc1ccccc1)Nc1nc2ccccc2[nH]1	-6%	-2%[57.1 µM]	-3%	-2%	-8%	12%	-2	-10%	5%
COc1ccc(-c2cnnn2-c2ccc(NC(=O)/C=C/c3ccc(OC)c(OC)c3)cc2)cc1	-7%	19%	12%	16%	-4%	-6%	-10	22%	-16%
COc1ccc2c(c1)C1=NN(/C(C)=C\C(C)=O)C(c3ccccc3)C1CC2 (stereo not given)	-8%	18%	-4%	-17%	2%	-5%	26	?	-41%
CCOCCCn1c(SCC(=O)NCc2ccccc2)nc2c(sc3ccccc32)c1=O	?	7%	.	4%	-5%[60.1 µM]	2%	3	-29%	-15%
NC(=O)NC(=O)COC(=O)c1ccc2c(c1)C(=O)N(Cc1ccccc1)C2=O	-6%	5%	16%	4%	-1%	-13%	-4	-12%	-7%

# Pol eta inh, what is marked active above
canonical_smiles | Pol eta inh | APEX1 inh | Anesthetic bind | POLK inh | ERG-DNA inh | ALOX12 inh | RGS4 inhibitor
COC(=O)CCC(=O)OC1(C)C(=O)C2=CN(CC3CC3)C(c3ccc(OC)cc3)=CC2=C(Br)C1=O (stereo not given) | 79µM* | ? | 7% | 1% | 50%[activator] | . | ?

# Part of the list above, showing only Pol eta inh, ALOX12 inh and APEX1 inh.
compound	Pol eta inh	ALOX12 inh	APEX1 inh
COc1ccc(-c2cnnn2-c2ccc(NC(=O)/C=C/c3ccc(OC)c(OC)c3)cc2)cc1	-7%	22%	12%
COc1cccc(C2CC(c3cccs3)=NN2C(=O)CSc2nc3ccccc3o2)c1OC (stereo not given)	-5%	10%	4%
NC(=O)NC(=O)COC(=O)c1ccc2c(c1)C(=O)N(Cc1ccccc1)C2=O	-6%	-12%	16%
COc1cc2c(cc1OC)C(c1ccccc1O)N(C1CC(=O)N(c3ccccc3)C1=O)CC2 (stereo not given)	-18%	0%	-3%

# Full records from above. Order of screens: Pol eta inh, Pol beta inh, APEX1 inh, Anesthetic bind, POLK inh, ERG-DNA inh, LDHA inh, ALOX12 inh, RGS4 inhibitor
# Results for CCOc1ccc(N2C(=O)CC(N3CCN(c4ccccc4OC)CC3)C2=O)cc1 (stereo not given) = -1%, 38%, -13%, -11%, -3%, 7%, 3, ?, 6%
# Results for COC(=O)CCC(=O)OC1(C)C(=O)C2=CN(CC3CC3)C(c3ccc(OC)cc3)=CC2=C(Br)C1=O (stereo not given) = 79µM*, -3%, ?, 7%, 1%, 50%[activator], 20, ., ?
